Pf growth 48h – inhibits P. falciparum growth in the first generation, 48 h. P. falciparum luciferase growth in erythrocytes, 48 h. Potency, µM (top dose mostly 28.7 µM), inactives show top-dose activity change, negative = inhibition, hits mostly inhibitors. hit rate 5.9% among 310,000; also: potency is read from the fitted curve at half-maximal effect; % is scaled to controls: 0 for no effect and ±100 for the full control effect
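Compounds are pin-transferred into medium, infected erythrocytes (2% hematocrit, 0.1% parasitemia final) are added, and plates sit one parasite generation at 37 C in 5% CO2. Detection reagent is then added and luminescence measured.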
Cycloheximide cs – counter-screen hit for Shiga toxin inhibitors, cycloheximide; cell reporter, cycloheximide protein synthesis inhibition counterscreen; max response, %; hit rate 12% among 300,000; in the data active = max response mostly above about 13%, no sharp cut-off; inactive = mostly below about 14%; also: read at 38.3 µM for the half of the compounds with a filed dose; 0% is about no effect
AmpC inh no detg – AmpC beta-lactamase inhibition without detergent. P00811. AmpC nitrocefin hydrolysis, absorbance 480 nm, 0.0001% Triton. Potency, µM (titrated, usually from 57.1 µM), without a hit: at the highest dose activity change, negative = inhibition, hits mostly inhibitors. hit rate 0.52% among 330,000. AID 485341;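 also: potency is read from the fitted curve at half-maximal effect; plate controls were no compound for no effect and no enzyme for full effect; nearly all actives have a fitted effect of over 20% in size; some results filed as inactive show a strong effect at the top dose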
Target sequence (P00811 whole entry, looked up): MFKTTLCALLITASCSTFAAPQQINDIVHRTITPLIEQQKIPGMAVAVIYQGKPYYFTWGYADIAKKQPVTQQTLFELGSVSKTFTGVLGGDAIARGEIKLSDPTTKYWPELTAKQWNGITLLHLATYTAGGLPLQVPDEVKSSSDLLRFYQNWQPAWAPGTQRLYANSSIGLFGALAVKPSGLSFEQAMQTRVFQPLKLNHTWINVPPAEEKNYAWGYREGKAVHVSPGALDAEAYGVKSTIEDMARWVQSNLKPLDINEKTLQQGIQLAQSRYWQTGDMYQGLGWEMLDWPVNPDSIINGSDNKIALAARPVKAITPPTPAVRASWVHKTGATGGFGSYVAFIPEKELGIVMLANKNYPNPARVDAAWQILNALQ
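AmpC (5.3 nM in the dispensed reagent) in 20 mM phosphate pH 7.0 with 0.01% (detergent screen) or 0.0001% Triton X-100 was preincubated with compounds for 15 min at room temperature. Nitrocefin was then added from an 800 uM solution, and hydrolysis was followed at 480 nm.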
Shiga toxin inh – blocks Shiga toxin action in Vero cells; AID 2315; Vero cells, Shiga toxin protein synthesis inhibition reporter; inhibition, % at 38.7 µM; hit rate 9.2% among 290,000; in the data active = inhibition mostly above about 28%, no sharp cut-off; inactive = mostly below about 43%; also: 0% is about no effect
LmPK inhibitor – blocks Leishmania mexicana pyruvate kinase activity; Q27686; Potency, µM (doses to about 57.5 µM), for the others: at the top dose activity change, negative = inhibition, actives largely listed as inhibitors; purified LmPK, Kinase-Glo ATP luminescence, 1 h; hit rate 0.37% among 290,000; also: potency is read from the fitted curve at half-maximal effect; % is scaled to controls: 0 for no effect and ±100 for the full control effect
Target sequence (Q27686 whole entry, looked up): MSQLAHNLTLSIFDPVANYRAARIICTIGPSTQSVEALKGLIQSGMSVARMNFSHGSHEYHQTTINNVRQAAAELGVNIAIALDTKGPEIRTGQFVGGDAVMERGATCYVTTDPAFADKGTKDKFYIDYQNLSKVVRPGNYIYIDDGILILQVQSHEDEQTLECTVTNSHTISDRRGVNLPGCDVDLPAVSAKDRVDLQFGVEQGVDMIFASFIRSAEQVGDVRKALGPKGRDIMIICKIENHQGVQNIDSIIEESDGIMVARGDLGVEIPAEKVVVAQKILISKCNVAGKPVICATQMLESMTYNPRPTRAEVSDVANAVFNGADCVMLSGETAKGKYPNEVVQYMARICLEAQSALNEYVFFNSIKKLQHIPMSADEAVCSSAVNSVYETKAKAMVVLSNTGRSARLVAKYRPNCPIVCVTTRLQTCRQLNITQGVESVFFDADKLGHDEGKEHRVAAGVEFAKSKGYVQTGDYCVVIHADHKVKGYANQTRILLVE
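Pyruvate kinase activity monitored as ATP production (luciferase luminescence). Conditions: 0.1 nM enzyme, 0.5 mM PEP, 0.1 mM ADP, 1 h, RT; normalized against uninhibited and no-enzyme wells.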
Pf growth 96h – P. falciparum growth inhibition at 96 hours; AID 504834; hit rate 6.9% among 320,000; Potency, µM (series often up to 28.7 µM), without a hit: at the highest dose activity change, negative = inhibition, actives largely listed as inhibitors; P. falciparum luciferase reporter growth, 96 h; also: potency is read from the fitted curve at half-maximal effect; % is scaled to controls: 0 for no effect and ±100 for the full control effect
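96 h incubation, 37 C, 5% CO2, of luciferase-reporter P. falciparum-infected RBCs (2% hematocrit, 0.05% parasitemia final) with test compounds; endpoint luminescence.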
Tb PYK inh – inhibitors of Trypanosoma brucei pyruvate kinase; hit rate 0.12% among 410,000; TbPYK enzyme, Kinase-Glo Plus ATP luminescence, 45 min; Q57TT1; Potency, µM (titrated, usually from 76.8 µM), for the others: at the highest dose activity, negative = inhibition, usual class: inhibitors; also: potency is read from the fitted curve at half-maximal effect; % is scaled to controls: 0 for no effect and ±100 for the full control effect; nearly all actives have a fitted effect of over 50% in size
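ADP (130 uM final) triggers the TbPYK reaction after compound addition; incubation is 45 min at room temperature. Kinase-Glo Plus is then added and luminescence imaged. Normalized data are fitted to concentration-effect curves.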
The depositor's hits bear a star; ? = inconclusive; · = not tested or not shown; & = joins results of further samples; [ ] = remark or other dose. Unless noted, calls follow the shape of the dose curve; as a rule, active = well fitted curve in the direction sought with a large enough effect; inconclusive = small, poorly fitted or top-dose-only effect, or another doubt; inactive = no such curve, though single readings can be large; an effect the other way counts as inactive or inconclusive.

molecule,LmPK inhibitor,Tb PYK inh,Pf growth 96h,Cycloheximide cs,Pf growth 48h,Shiga toxin inh,AmpC inh no detg
CCN(CC)C(=O)Oc1ccc2ccccc2c1Cl,2%,1%,?,43*,42%[activator],80*,-5%
CS(=O)(=O)Nc1ccccc1C(=O)O,-5%,2%,29%,-2,4%,-3,-9%
CCc1ccc(C2c3[nH]c4ccccc4c3CCN2C(=O)CNC(N)=O)cc1 (centres undefined),2%,1%,-14%,1,?,-3,31%
CCc1ccccc1NC(=O)CN(C)C(=O)c1cc(C2CC2)nc2c1cnn2C(C)C,·,0%,?,·,12µM*,·,0%
COc1ccc(C(=O)CCC(=O)O)c2ccccc12,·,-2%,-13%,·,0%,·,·
CC1=C(C)CC(C(=O)NCC(=O)c2ccccc2)C(C(=O)O)C1 (centres undefined),1%,-8%,233%[activator],40*,·,70*,-13%
C=CCn1c(O)c(N=NC(=S)Nc2ccccc2F)c2cc(S(=O)(=O)N3CCOCC3)ccc21,10%,1%,35%[activator],1,6.6µM*,-8,26%
O=C(NCc1ccccc1Cl)C(=O)NCC1OCCCN1S(=O)(=O)c1cccs1 (centres undefined),-1%,-20%,2%,3,-22%,1,-34%

Just Tb PYK inh and AmpC inh no detg, for some of the entries so far:
structure,Tb PYK inh,AmpC inh no detg
CS(=O)(=O)Nc1ccccc1C(=O)O,2%,-9%
CCc1ccc(C2c3[nH]c4ccccc4c3CCN2C(=O)CNC(N)=O)cc1 (centres undefined),1%,31%
CCc1ccccc1NC(=O)CN(C)C(=O)c1cc(C2CC2)nc2c1cnn2C(C)C,0%,0%

(listing goes on)
molecule,LmPK inhibitor,Tb PYK inh,Pf growth 96h,Cycloheximide cs,Pf growth 48h,Shiga toxin inh,AmpC inh no detg
CN(C)C=NC(=O)c1cc(C(=O)c2ccc(F)cc2)c[nH]1,-1%,-3%,28%,-2,3%,-2,-11%
COCc1cc(C)nc(OCC(=O)N/N=C/c2ccc(OC)c(OC)c2)c1C#N,-1%,5%,1%,6,13%,12,-9%
C/C(=N\NC(=O)C1(C)CC1(Br)Br)c1ccc(C)cc1C (centres undefined),6%,-11%,?,13,10%,-7,-7%
CC1=NN(C(=O)c2ccc(Cn3cc(Br)c([N+](=O)[O-])n3)o2)C(O)(C(F)(F)F)C1 (centres undefined),3%,-1%,?,-4,4%,-6,-17%
COc1ccc(N(Cc2ccccc2)S(=O)(=O)c2cccc(C(=O)NCC3CCCO3)c2)cc1 (centres undefined),·,-1%,?,·,?,·,20%
N#CNC(=Nc1cccc(C(F)(F)F)c1)SCc1ccc(C(=O)O)cc1,-2%,4%,-7%,5,0%,4,-27%
Cc1cc(O)c(C(C)C)cc1NC(=O)c1ccc(Cl)cc1,4%,-3%,?,2,?,11,-40%
C=CCn1c(SCc2nc3ccccc3c(=O)[nH]2)nc2ccccc2c1=O,7%,-9%,·,13,?,-15,-5%

An excerpt of these results, field by field.
CC1=NN(C(=O)c2ccc(Cn3cc(Br)c([N+](=O)[O-])n3)o2)C(O)(C(F)(F)F)C1 (centres undefined)
  LmPK inhibitor: 3%	Tb PYK inh: -1%	Pf growth 96h: ?	Cycloheximide cs: -4	Pf growth 48h: 4%	Shiga toxin inh: -6	AmpC inh no detg: -17%
N#CNC(=Nc1cccc(C(F)(F)F)c1)SCc1ccc(C(=O)O)cc1
  LmPK inhibitor: -2%	Tb PYK inh: 4%	Pf growth 96h: -7%	Cycloheximide cs: 5	Pf growth 48h: 0%	Shiga toxin inh: 4	AmpC inh no detg: -27%

Remaining list, next part.
molecule,LmPK inhibitor,Tb PYK inh,Pf growth 96h,Cycloheximide cs,Pf growth 48h,Shiga toxin inh,AmpC inh no detg
COC(=O)c1ccc(COc2ccccc2/C=C(\C#N)C(=O)Nc2c(C)cccc2C)cc1,8%,8%,13µM*,-3,?,26,-38%
Cc1ccc(C)c(NC(=S)NC(NC(=O)Cc2cccc3ccccc23)C(Cl)(Cl)Cl)c1 (centres undefined),-3%,-5%,2.6µM*,-5,·,-6,-31%
CCCCC(CC)CNC(=O)C1CC=CCC1C(=O)O (centres undefined),2%,-1%,12%,-3,-8%,-5,-8%
O=C(Nc1cccc(NC(=O)c2cccnc2)c1)c1cccnc1,0%,2%,72%[activator],-4,8%,-3,-12%
COc1ccc(N2CCN(C(=O)CSc3nnc4c(C)cc5c(C)cc(C)cc5n34)CC2)cc1,1%,-5%,-4%,-1,2.9µM*,-8,15%
COCCN1Cc2cccc(C(=O)NCCc3ccccc3)c2C1=O,-6%,-10%,14%,-1,-8%,-3,-12%
Cc1ccc(C(=O)NCCSC(C)(C)C)cc1[N+](=O)[O-],2%,0%,-17%,54*,32%[activator],95*,-15%
CCCSc1nc(NCc2ccco2)c2c3c(sc2n1)COC(C)(CC)C3 (centres undefined),-3%,7%,?,24,9.3µM*,-6,-11%
Cc1nnc(NC(=O)CSc2nc(CC(C)C)nc3c2c(=O)n(C)c(=O)n3C)s1,10%[11.5 µM],-2%,30%,7,-12%,-22,-38%
COc1ccc(-c2cnnn2-c2ccc(NC(=O)c3ccc(S(=O)(=O)N4CCCCC4)cc3)cc2)cc1,0%,-4%,?,-1,?,-2,-20%
COc1ccc(CC(=O)Nc2ccc(S(=O)(=O)N(C)C3CCN(C)CC3)cc2)cc1,·,2%,?,·,?,·,-12%
COCCN(C(=O)COC(=O)c1ccco1)c1c(N)n(Cc2ccccc2)c(=O)[nH]c1=O,·,-7%,1%,·,3%,·,-15%
COc1ccc(C)cc1N1C(=N)/C(=C2/Nc3ccccc3S2)C(c2ccccc2)C1=O (centres undefined),0%,-3%,-104%,-1,13µM*,21*,-44%
Cc1ccccc1N1C(=O)CC(Nc2ccc3c(c2)OCO3)C1=O (centres undefined),0%,-31%,12%,-1,18%,22,-11%
COc1ccc(C(C(=O)Nc2ccc3c(c2)OCO3)N(C)C(=O)Cc2c[nH]c3ccccc23)cc1 (centres undefined),5%,-6%,?,-2,?,-2,-23%
O=C(c1cc(C(=O)N2CCOCC2)c2nc3ccccc3n2c1)c1ccccc1O,-1%,2%,?,19,?,17,32%
Cc1cc(-c2ccc(C)c(S(=O)(=O)Nc3cccc(CN4CCCC4)c3)c2)on1,0%,4%,-19%,-4,?,-1,-30%
CCCCOC(=O)Cn1c(=O)n(CC(=O)OCCCC)c2cc(C)ccc21,-4%,-5%,-23%,-5,·,-22,19%
COc1ccc(S(=O)(=O)N2CCCC2=O)cc1N(C)S(C)(=O)=O,-5%,-1%,?,0,10%,-3,-15%
Cc1ccc(CS(=O)(=O)c2ncc(Cl)c(C(=O)Nc3nnc(C)s3)n2)cc1,4%,-15%,?,66*,-11%,116*,-29%
Cn1c(CCNC(=O)c2cccs2)nnc1SCC(=O)N1CCN(c2ccccc2)CC1,2%,-2%,·,-2,?,-6,-6%
COc1cc(C(=O)OCCN2CCOCC2)cc(OC)c1OC,3%,-1%,-24%,1,-2%,-9,-5%
COc1ccc(N2C(=O)CCC(C(=O)Nc3ccccn3)C2c2ccc(OC)c(OC)c2)cc1 (centres undefined),0%,0%,17%,-4,1%,-18,65%[activator]
COc1ccc(-c2nc3c(=O)n(C)c(=O)[nH]c3n2CCc2ccccc2)cc1,0%,-2%,-15%,-2,-7%,2,-22%
CS(=O)(=O)N(CC(=O)NCCSCc1cccc(Cl)c1)c1ccc(F)cc1,12%,0%,-10%,-3,-11%,·,52%
CN(CC(=O)Nc1cccc(S(=O)(=O)NC2=NCCC2)c1)Cc1ccccc1Cl,·,3%,?,·,-26%,·,62%[activator]
CC(NC(=O)Nc1ccc(F)cc1)c1ccc2c(c1)OCO2 (centres undefined),-5%,7%,15%,15,0%,-2,-36%
Cc1cc(NC(=O)C(C)SCC(=O)OC(C)C(=O)Nc2cccc(C#N)c2)no1 (centres undefined),·,-5%,26%,·,2%,·,-48%
O=C(CSc1nc2ccccc2n1Cc1ccc(Cl)cc1)N/N=C/c1ccccc1C(=O)O,3%,1%,34%[activator],-4,-18%,-8,-26%
O=C(Nc1ccc(Nc2ccccc2)cc1)c1cccc(F)c1,0%,12%,?,36*,61%[activator],117*,-48%
COc1ccc(S(=O)(=O)NC2CC(=O)N(c3ccc(C)c(C)c3)C2)cc1C (centres undefined),·,-8%,28%,·,-19%,·,?
CCCS(=O)(=O)c1nc(S(=O)(=O)c2ccc(C)cc2)c(NCc2ccc3c(c2)OCO3)s1,5%,-1%,11%,4,?,-9,6%
Cc1cc(C)n(Cc2cccc(F)c2)c(=O)c1C#N,10%,7%,?,-1,1%,-7,-1%
CN1CCN(C2OC(=O)c3ccccc32)CC1 (centres undefined),0%,-2%,-25%,-1,·,-9,-3%
O=C(CSC1=Nc2ccccc2C2=NC(CC(=O)NC3CCCCC3)C(=O)N12)NCc1ccco1 (centres undefined),-2%,-1%,15%,9,?,-14,0%
CCCC/C(C)=N\NC(=O)CNS(=O)(=O)c1ccc([N+](=O)[O-])cc1,0%,-7%,?,-3,·,-4,-19%
CSc1nc2n(n1)C(c1cc(Br)ccc1F)C(C(=O)N(C)C)=C(C)N2 (centres undefined),1%,-5%,4%,0,15%,15,-2%
Nc1cccc(S(=O)(=O)Nc2ccc(Br)cc2)c1,2%,0%,26%,1,17%,-8,-31%
O=C(NCCc1ccccc1)c1ccnc(/C=N/O)c1,1%,-2%,0%,15,37%[activator],55,-26%
CCOc1cnc(-c2c(-c3c(Cl)cccc3Cl)noc2C)o1,5%,5%,?,-4,-14%[5.75 µM],4,10%
Cc1ccc2nc3c(cc(C(=O)NCCc4ccccc4)c(=N)n3CCN3CCOCC3)c(=O)n2c1,8%,0%,-5%,2,-37%,2,16%
COc1cccc(OC)c1-c1nnc(-c2cn(C)c3ccccc23)o1,1%,0%,0%[5.75 µM],0,15%,39,-14%
CCc1nn(C(C)C(=O)N2CC(C)CC(C)C2)c(=O)c2cc3occc3n12 (centres undefined),-5%,2%,?,-8,2%,-4,25%
CC(NC(=O)CNC(=O)C1CCCCC1)c1ccc(S(N)(=O)=O)cc1 (centres undefined),-3%,4%,23%,1,26%,-14,-3%
COc1ccc(OC)c2[nH]c(=O)c(CCNC(=O)c3ccc(S(=O)(=O)N4CCCCC4)cc3)cc12,-5%,-23%,55%[activator],0,9.3µM*,6,168%[activator]
CCN(CC)S(=O)(=O)c1cccc(C(=O)NC2CCCCC2)c1,-8%,0%,1.7µM*,12,19%,19,-20%
O=C1CC(C(=O)N2CCC(N3CCC(C(=O)NC4CC4)CC3)CC2)c2ccccc21 (centres undefined),-1%,1%,?,-2,?,1,38%
CCC1(c2ccccc2)NC(=O)N(C)C1=O (centres undefined),·,-3%,9%,8,1%,2,-12%
CCCCNC(=O)c1ccccc1NC(=O)CN(c1ccccc1)S(=O)(=O)N(C)C,2%,2%&1%,36%[activator],-3,?,-2,-12%
OC(CNc1nc(-c2cccnc2)nc2ccccc12)c1ccccc1 (centres undefined),-9%,-2%,?,-6,?,-5,-31%
CC(C)C(NS(=O)(=O)c1cccc2nsnc12)C(=O)NCc1ccco1 (centres undefined),2%,-3%,24%,-2,-5%,-4,1%
O=c1c2cc(NC(=S)N3CCCCC3)ccc2nc2n1CCCCC2,-2%,0%,?,16,-4%,30,-23%

Source: PubChem BioAssay

Rows were taken by chance; any-hit rate near 22%.
